C2C12 statin – suppressors of statin myotoxicity in C2C12 myotubes, primary screen, cell-based, single point, plate reader. C2C12 myotubes + simvastatin, ATP luminescence, 48 h; scaled: DMSO 0, geranylgeraniol control 100. rescue of ATP level, % at 7.49 µM. 330,000 tested, 0.78% active;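 active = mean ATP rescue above about 67%, or every replicate alone reaching that limit, limit read from the data, passing the limit was not always enough; inconclusive = no clear call, values can overlap the other calls; inactive = mean under the limit and some replicate under it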;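 also: myotubes were challenged with 10 µM simvastatin during compound exposure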
Cneo AK release – Cryptococcus neoformans cell lysis inducers, primary screen, AK release luminescence, single concentration. AID 651654, 2012. 360,000 tested, 0.2% active. C. neoformans lysis, adenylate kinase release luminescence, 4 h; normalised: neutral wells 0, clomiphene wells 100. lysis activity, % at 15 µM;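 active = mean lysis activity across replicates of at least 80%, whatever share of replicates individually reach that level; inactive = mean lysis activity below 80%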
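Test system: log-phase Cryptococcus neoformans yeast cells; Quantity: yeast cell density of 5 × 10^6 cells/mL; Buffer or medium: YPD; Doses: single compound concentration per well; Timing: 4 h at 37 °C static, read 1 h later; Measured by: AK luminescence; Read-out basis: lysis from increased AK signal; Control set: Clomiphene as positive control.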
GSIS activator – GLuc luminescence reporter in INS-1E cells, primary screen for activators of glucose-dependent secretion of insulin. INS-1E GLuc reporter insulin secretion, 2-3 h. activation, % at 16.6 µM. 370,000 tested, 0.61% active;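 active = lowest replicate activation of at least 40%, so every replicate reaches that level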;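 also: 0% = median of neutral control wells and 100% = median of IBMX positive control wells; some compounds called inactive have numbers as strong as hits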
ARNT TACC3 PPI – disruptors of ARNT/TACC3 protein interaction, primary screen, biochemical, AlphaScreen, single concentration; AlphaScreen His-ARNT PAS-B/GST-TACC3 binding, luminescence; TACC3 fragment carries E629A point mutation; inhibition, % at 9.99 µM; 390,000 tested, 0.66% active;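 active = mean inhibition of replicates at least 50% and at least half of replicates each reaching 50%; inconclusive = half or more replicates reach 50% but mean below 50%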;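 also: 0% = complete ARNT plus TACC3 wells and 100% = ARNT alone without TACC3; many hits fall short of the cut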
LGR2 antag – inhibitors of bursicon-induced LGR2 CRE-luciferase signal, primary screen, cell-based, HEK293, CRE-luciferase reporter, bursicon stimulation; bursicon-stimulated, 4 h; AID 720647, 2013; 380,000 tested, 0.35% active; inhibition, % at 9.99 µM;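 active = drop in luminescence signal, shown as inhibition above about 50% in the replicate tests, limit read from the data, passing the limit was not always enough; inconclusive = probably only some replicates passing the limit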;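 also: agonist challenge used bursicon conditioned medium at about half maximal strength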
PAX8 reporter – inhibitors of PAX8-driven TPO luciferase reporter, primary screen, RMG-I cells, single concentration. 360,000 tested, 1.2% active. SteadyGlo, 24 h. inhibition, % at 12.6 µM. AID 652154, 2013;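 active = mean replicate inhibition at least 60% with every replicate also reaching 60%; inconclusive = only one of the two criteria is met; inactive = mean below 60% and not all replicates reaching 60%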;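 also: luciferase light reporting Pax8 driven TPO promoter activity; plate controls were median of neutral control wells for no effect and mitoxantrone controls for full effect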
PGC1a acetyl inh – inhibitors of PGC1a acetylation signal, primary screen, cell-based, U2OS, AlphaScreen, inhibitor mode | inhibition, % at 15.6 µM | AID 651687, 2012 | 350,000 tested, 0.17% active | AlphaScreen anti-acetyl-lysine; with virally co-expressed GCN5 acetyltransferase;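 active = every replicate shows inhibition of at least 40%; inconclusive = mean inhibition at least 40% but some replicate below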;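 also: 0% = neutral control wells and 100% = positive control wells; some results beyond the cut were filed as inactive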
PglD DTNB – C. jejuni PglD acetyltransferase inhibitors, primary screen, biochemical, DTNB colorimetric, single point. purified PglD enzyme, DTNB colorimetric CoA detection. inhibition, % at 12.5 µM. 360,000 tested, 0.098% active; in the data active = inhibition above about 16%, passing the limit was not always enough; inconclusive = no clear call, values can overlap the other calls; also: strong numbers were not always called active
* hit, by the source's call; ? = inconclusive; / = no result given. Random draw from the library. About 2.9% of those tested had a hit in this group.

entry	Molecule	C2C12 statin	Cneo AK release	GSIS activator	ARNT TACC3 PPI	LGR2 antag	PAX8 reporter	PGC1a acetyl inh	PglD DTNB
1	CCCNC(=O)C[C@H]1CC[C@@H]2[C@@H](COc3ccc(NC(=O)c4ccc5c(c4)OCO5)cc3C(=O)N2C)O1	26	-4	-7	3	0	-18	5	-2
2	CC(=O)Nc1c(O)[nH]c2ccccc12	-4	2	/	2	/	/	-3	1
3	N#CC(CCc1ccccn1)c1ccccc1 (stereo not given)	2	-1	8	-4	0	-3	-2	-16
4	CC(=O)/C=C1\N(C)c2ccc(C)cc2C1(C)C	/	/	-32	-17	-22	-5	-12	/
5	COc1ccc(NC(=O)CSc2nc(C)cs2)cc1OC	7	-1	/	-3	/	/	-12	-5
6	COc1ccccc1N(C(=O)NCc1ccccc1)C1=NCC(C)S1 (stereo not given)	-9	-2	23	-1	7	12	-12	0
7	COC(=O)C1=C(C(=O)OC)C(c2cc([N+](=O)[O-])ccc2O)c2sc(=O)[nH]c2S1 (stereo not given)	/	/	22	-13	-10	1	/	/
8	CO[C@H]1CC[C@@H]2CCN(C)C(=O)[C@H](C)[C@H](OC)CN(C)C(=O)c3cccc(C#N)c3OC[C@H]1O2	6	-2	-12	-8	-6	-3	10	-3
9	C[C@@H]1CN([C@@H](C)CO)C(=O)Cc2cc(NC(=O)Nc3ccc(F)cc3)ccc2O[C@@H]1CN(C)CC1CCCCC1	-7	5	-13	8	2	1	/	2
10	C[C@H]1CN([C@@H](C)CO)C(=O)Cc2cc(NC(=O)C3CC3)ccc2O[C@@H]1CN(C)Cc1ccc(Oc2ccccc2)cc1	43	-1	-15	-4	-6	/	-1	11
11	CCOc1ccc(NC(=O)CN(c2ccc(C)cc2)S(=O)(=O)c2c(C)nn(C)c2C)cc1	11	10	-28	-7	4	19	-1	-2
12	CO[C@@H]1CN(C)C(=O)c2ccc(NC(=O)NC(C)C)cc2OC[C@H](C)N(Cc2cncnc2)C[C@@H]1C	-1	/	21	/	-3	/	22	/
13	COc1ccc(N(C(=O)c2cccnc2)S(=O)(=O)c2cccs2)cc1	12	-1	35	-9	-10	9	11	2
14	COc1cccc(-c2cc(C(=O)N/N=C/c3ccc(OC)c(COC(C)=O)c3)c3ccccc3n2)c1	29	-1	-22	-3	-13	/	6	18
15	CC(=O)N1CCc2c(sc(NC(=O)c3ccc4c(c3)OCCO4)c2C#N)C1	-41	2	-1	-11	-46	-33	-5	3

Sorted by number of heavy atoms (ascending): part of the list above.
entry	Molecule	C2C12 statin	Cneo AK release	GSIS activator	ARNT TACC3 PPI	LGR2 antag	PAX8 reporter	PGC1a acetyl inh	PglD DTNB
2	CC(=O)Nc1c(O)[nH]c2ccccc12	-4	2	/	2	/	/	-3	1
5	COc1ccc(NC(=O)CSc2nc(C)cs2)cc1OC	7	-1	/	-3	/	/	-12	-5
13	COc1ccc(N(C(=O)c2cccnc2)S(=O)(=O)c2cccs2)cc1	12	-1	35	-9	-10	9	11	2
15	CC(=O)N1CCc2c(sc(NC(=O)c3ccc4c(c3)OCCO4)c2C#N)C1	-41	2	-1	-11	-46	-33	-5	3
8	CO[C@H]1CC[C@@H]2CCN(C)C(=O)[C@H](C)[C@H](OC)CN(C)C(=O)c3cccc(C#N)c3OC[C@H]1O2	6	-2	-12	-8	-6	-3	10	-3
12	CO[C@@H]1CN(C)C(=O)c2ccc(NC(=O)NC(C)C)cc2OC[C@H](C)N(Cc2cncnc2)C[C@@H]1C	-1	/	21	/	-3	/	22	/
9	C[C@@H]1CN([C@@H](C)CO)C(=O)Cc2cc(NC(=O)Nc3ccc(F)cc3)ccc2O[C@@H]1CN(C)CC1CCCCC1	-7	5	-13	8	2	1	/	2

Further compounds follow.
entry	Molecule	C2C12 statin	Cneo AK release	GSIS activator	ARNT TACC3 PPI	LGR2 antag	PAX8 reporter	PGC1a acetyl inh	PglD DTNB
16	O=C(C[C@@H]1CC[C@@H](NC(=O)C2CC2)[C@@H](CO)O1)NCCCN1CCOCC1	3	10	7	-1	7	-13	3	1
17	C[C@@H]1CN([C@@H](C)CO)S(=O)(=O)c2ccc(-c3ccncc3)cc2O[C@H]1CN(C)C(=O)C1CCC1	-18	/	7	/	-2	/	-1	/
18	O=C(OCCN1CCOCC1)c1ccc(O)cc1	-17	-2	8	1	13	-8	6	-8
19	CCN1CCN(CCNC(=O)CCc2c(C)c3c(C)nn(-c4ccccc4)c3n(C)c2=O)CC1	-26	1	/	8	/	/	-10	-2
20	Cn1nnnc1SCC(=O)N1CCCCC1	3	1	15	12	-5	-1	19	-2
21	CN1CCN(C(=O)CN(c2cccc(Br)c2)S(=O)(=O)c2ccccc2)CC1	/	/	2	16	18	-10	-1	/
22	C#Cc1ccc([C@H]2C=C(C(=O)NCc3nc4ccccc4[nH]3)O[C@@H](OCC)[C@@H]2CCCO)cc1	-8	-2	-14	4	-3	16	-31	-2
23	O=C(O)CC/C(=N\NC(=O)c1ccccc1)c1cccs1	2	0	-5	8	-6	-18	3	-6
24	O=C(NCC1CCCO1)c1ccc(COc2ccccc2)cc1 (stereo not given)	-8	1	0	-7	-23	-64	/	-4
25	COc1ccc(OC)cc1	8	1	/	-3	/	/	2	3
26	Cc1cc(OCC(=O)N2CCOCC2)ccc1[N+](=O)[O-]	-14	15	6	-7	-17	-31	-3	-6
27	O=C(NCc1ccco1)c1cc2c(s1)CCCCC2	4	2	-16	-8	-67	/	-38	-2
28	COc1ccc(OC)c(CCNC(=O)CCn2nc(C)c3c(C)n(-c4ccccc4)nc3c2=O)c1	-14	5	5	-1	11	9	-6	-2
29	Cc1ccc(Sc2ncccc2COC(=O)Nc2ccccc2)cc1	5	3	/	-8	/	/	-20	-1
30	Nc1ccc(Sc2cnn(-c3ccccc3)c(=O)c2Cl)cc1	13	2	2	0	-8	/	-19	9

Following part:
entry	Molecule	C2C12 statin	Cneo AK release	GSIS activator	ARNT TACC3 PPI	LGR2 antag	PAX8 reporter	PGC1a acetyl inh	PglD DTNB
31	CCCN(C)C[C@@H]1OCCCC[C@H](C)Oc2ccc(NC(=O)NC3CCCCC3)cc2C(=O)N([C@@H](C)CO)C[C@@H]1C	29	4	6	10	-2	-20	2	-1
32	C[C@H](CO)N1C[C@H](C)[C@H](CN(C)S(=O)(=O)c2ccc(F)cc2)Oc2ncc(C#Cc3ccccc3)cc2C1=O	61	/	-14	/	11	/	-8	/
33	O=C(CCCn1c(SCc2cc(=O)n3ccccc3n2)nc2ccccc2c1=O)NCC1CCCO1 (stereo not given)	0	2	6	-8	12	11	-14	6
34	Cc1ccc2ccccc2c1C(O)c1ncc(-c2ccc(F)cc2)[nH]1 (stereo not given)	26	-1	5	/	-17	20	-3	2
35	C[C@@H]1CN([C@@H](C)CO)C(=O)Cc2cc(NC(=O)CCN3CCOCC3)ccc2O[C@H]1CN(C)C(=O)NC1CCCCC1	3	41	1	-6	7	-1	0	-3
36	O=C(Nc1ccc2c(c1)OCO2)N[C@H]1CC[C@H](CCNC(=O)C2CC2)O[C@H]1CO	3	-6	19	-10	3	2	-22	0
37	CC(=O)c1ccc(N2CCN(C(=O)c3ccc4ccccc4n3)CC2)cc1	/	/	-9	1	-26	19	-3	/
38	C=CCOc1ccc(/C=N/O)cc1Cl	2	8	28	3	5	-34	-1	0
39	CCc1ccc([C@@H]2CC(=O)[C@@H]3CN(S(=O)(=O)c4ccccc4C)[C@H](c4ccc(Cl)cc4)C[C@@H]3N2S(=O)(=O)c2ccc(C)cc2)cc1	-32	-12	3	/	11	-10	1	-4
40	C=CCNC(=S)NNC(=O)COc1ccc(Cl)cc1Cl	/	/	-37	-7	5	-17	/	/
41	CC(C)(C)c1ccc(NC(=O)COC(=O)C2(C)CC2(Cl)Cl)cc1 (stereo not given)	/	/	-7	4	-36	-65	-11	/
42	C=CCc1ccc(OCCOc2cccc3ccc(C)nc23)c(OC)c1	-63	9	-29	2	/	/	-13	-2
43	COC(C[C@H](O)CC(=O)[C@@H](C)OCc1ccccc1)OC	/	-1	-9	-20	-11	2	-6	3
44	Cc1ccc(NC(=O)c2cccc(NC3=NC4CS(=O)(=O)CC4S3)c2)cc1 (stereo not given)	2	0	2	0	7	/	2	-2
45	O=C(Cc1cccs1)Nc1ccccc1F	-20	-1	9	-2	-15	8	5	2

Three records drawn at random from those above, as already listed:
entry	Molecule	C2C12 statin	Cneo AK release	GSIS activator	ARNT TACC3 PPI	LGR2 antag	PAX8 reporter	PGC1a acetyl inh	PglD DTNB
42	C=CCc1ccc(OCCOc2cccc3ccc(C)nc23)c(OC)c1	-63	9	-29	2	/	/	-13	-2
45	O=C(Cc1cccs1)Nc1ccccc1F	-20	-1	9	-2	-15	8	5	2
41	CC(C)(C)c1ccc(NC(=O)COC(=O)C2(C)CC2(Cl)Cl)cc1 (stereo not given)	/	/	-7	4	-36	-65	-11	/

Next structures
entry	Molecule	C2C12 statin	Cneo AK release	GSIS activator	ARNT TACC3 PPI	LGR2 antag	PAX8 reporter	PGC1a acetyl inh	PglD DTNB
46	CN(C)C1=NCC(CSC(=N)N)S1 (stereo not given)	6	0	17	-2	3	-9	/	5
47	C[C@@H]1CN([C@@H](C)CO)C(=O)Cc2cc(NC(=O)NC3CCCCC3)ccc2O[C@H]1CN(C)Cc1ccc(-c2ccccc2)cc1	10	2	0	9	22	79*	-8	-3
48	O=C(Cc1ccc(Cl)cc1)NCCc1ccc(F)cc1	/	2	-25	/	8	-9	0	5
49	c1ccc(Cn2ncc3c(N4CCCCC4)ncnc32)cc1	-7	-3	/	/	/	/	0	0
50	COc1cccc(-c2ccc3c(c2)[C@H]2[C@H](CCN2C(=O)C2CCC2)[C@H](CO)N3)c1	-6	-16	3	-5	9	8	-2	2
51	CCCNC(=O)C[C@H]1CC[C@@H]2[C@@H](COc3ccc(NC(=O)NC(C)C)cc3C(=O)N2C)O1	1	1	7	-3	5	-7	-2	-2
52	CC(=O)Nc1ccc(S(=O)(=O)NCCC(=O)NCc2ccco2)cc1	-2	-1	0	/	-13	-1	3	-1
53	C[C@@H]1CN([C@H](C)CO)C(=O)c2cc(N(C)C)ccc2O[C@H]1CN(C)S(=O)(=O)c1cn(C)cn1	2	8	5	-5	-11	-15	2	2
54	COc1cc(C(=O)NCCc2cn3ccccc3n2)cc(OC)c1OC	-22	1	7	-2	1	11	3	15
55	CCC(=O)N[C@H]1CC[C@H](CCNC(=O)Nc2ccc(C(F)(F)F)cc2)O[C@H]1CO	-2	57	-21	10	8	-7	?	8
56	O=C(CCOc1ccccc1)Nc1cccc([N+](=O)[O-])c1	6	1	-2	/	-17	-29	-4	2
57	CC1(C)C(=O)C2(C(=O)NCc3ccccc3)CCC1C2 (stereo not given)	9	1	-2	-8	/	6	-7	-2
58	COc1ccc(NC(=O)C2CCC(=O)N2S(=O)(=O)c2ccc(C)cc2)cc1Cl (stereo not given)	11	0	9	-5	-17	-6	/	3
